Compound activity deposited in PubChem by National Center for Advancing Translational Sciences (NCATS).
Giardia killer – Giardia lamblia killing; activity change, % at 7.66 µM, hits read low; AID 540267; 0.15% of 340,000 active; Giardia lamblia trophozoite viability; in the data active = activity change below about -80%; inconclusive = between about -30% and that limit;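 also: parasites exposed to compound for two days anaerobically before the ATP read; % is scaled to controls: 0 for no effect and ±100 for the full control effect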
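Trophozoite viability was measured as ATP-dependent luminescence, read 15-30 min after reagent addition. Before that, parasites at 100 cells/well were exposed to compounds for 48 h, anaerobically, at 37 deg C.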
Tb PFK inh – T. brucei PFK enzyme inhibition; O15648; T. brucei PFK, ADP-Glo luminescence; Potency, µM (series often up to 57.5 µM), without a hit: at the highest dose activity, negative = inhibition, actives largely listed as inhibitors; 0.17% of 330,000 active; AID 485367;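 also: potency is read from the fitted curve at half-maximal effect; 0% = uninhibited 1x PFK enzyme wells and -100% = no-enzyme wells; nearly all actives have a fitted effect of over 60% in size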
Target sequence (O15648 whole entry, looked up): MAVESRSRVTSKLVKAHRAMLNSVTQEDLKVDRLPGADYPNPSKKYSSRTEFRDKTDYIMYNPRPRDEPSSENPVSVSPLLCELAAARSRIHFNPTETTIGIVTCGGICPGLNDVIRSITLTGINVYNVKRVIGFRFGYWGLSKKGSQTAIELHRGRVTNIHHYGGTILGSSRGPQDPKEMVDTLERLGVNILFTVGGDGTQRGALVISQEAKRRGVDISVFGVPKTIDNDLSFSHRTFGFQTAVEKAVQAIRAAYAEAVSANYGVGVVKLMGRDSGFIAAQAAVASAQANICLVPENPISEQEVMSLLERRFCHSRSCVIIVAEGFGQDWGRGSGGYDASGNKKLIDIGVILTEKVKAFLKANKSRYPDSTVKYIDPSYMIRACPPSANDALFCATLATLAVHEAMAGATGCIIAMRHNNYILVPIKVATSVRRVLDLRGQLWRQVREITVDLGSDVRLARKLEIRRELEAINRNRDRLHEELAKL
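Activity is normalized to no-enzyme wells (full inhibition) and 1.25 nM enzyme wells (no inhibition). Reaction: 0.5 mM F6P, 0.1 mM ATP, 45 min RT, ADP-Glo luminescence; concentration-response curves fitted and classed by quality.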
VP16 counter – Gal4-VP16 reporter inhibition counter-screen. 3.5% of 310,000 active. Drosophila S2 Gal4-VP16 UAS-luciferase, luminescence, 20 h. Potency, µM (top dose mostly 53.6 µM), for inactives: top-dose activity, negative = inhibition, hits mostly inhibitors;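 also: Gal4-VP16 expression switched on by copper sulfate through the metallothionein promoter; potency is read from the fitted curve at half-maximal effect; % is scaled to controls: 0 for no effect and ±100 for the full control effect; nearly all actives have a fitted effect of over 50% in size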
KCNH2 3.1 block – KCNH2 3.1 (human) potassium channel inhibition; U2OS KCNH2 3.1, thallium flux FluxOr; stronger effect = lower value; AID 720553; 0.95% of 340,000 active; activity change, % (tested at about 1.8 µM);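 active = maximum activity change below -70%; inconclusive = maximum activity change from -70% to -50%; inactive = maximum activity change above -50%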;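 also: thallium influx rate constant from kinetic fluorescence after stimulation buffer; % is scaled to controls: 0 for no effect and ±100 for the full control effect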
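Steps: virus added to U2OS suspension (4 h, RT, dark); medium with 10% FBS added, cells plated, 37 C overnight; FluxOr/Red40 loading buffer 45 min RT; stimulation buffer, 2 min kinetic read; rate constant normalized.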
Rab9 promoter act – activates the Rab9 promoter | 2.8% of 320,000 active | Potency, µM (titrated, usually from 9.22 µM), without a hit: at the highest dose activation, negative = inhibition, hits mostly activators | Huh7 Rab9 promoter-luciferase reporter, luminescence, 24 h; also: potency is read from the fitted curve at half-maximal effect; % of control where 0% means no effect; nearly all actives have a fitted effect of over 60% in size
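Luminescence from Amplite-detected luciferase (10 minutes, ambient) reports Rab9 promoter activation. Before that, stable Rab9-luciferase Huh7 cells (1500/well, reduced-serum OP-MEM I plus 10% FBS) were exposed to compound for 24 hours at 37C.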
Coupling enz – counter-screen for Giardia aldolase inhibitors: coupling enzyme system | coupling enzyme system counterscreen, AmpLite Red fluorescence | activity change, negative = inhibition, % at 58.2 µM, hits read low | 0.67% of 290,000 active | AID 2472; in the data active = activity change below about -30%; also: % is scaled to controls: 0 for no effect and ±100 for the full control effect
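Fluorescence at 525 nm excitation and 598 nm emission measured inhibition of the coupled detection system without aldolase. Compounds (at 57.5 uM final) were preincubated 10 min at room temperature with coupling enzyme reagent before a 20 min substrate/AmpLite Red step.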
FLuc modulator – inhibits or activates purified firefly luciferase, miR-21 counter-screen; P08659; purified FLuc, Km substrates, luminescence inhibition; Potency, µM (titrated, usually from 57.5 µM), without a hit: top-dose activity change, negative = inhibition, hits mostly inhibitors; 6.9% of 360,000 active; AID 588342;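 also: potency is read from the fitted curve at half-maximal effect; plate controls were vehicle for no effect and reference inhibitor for full effect; nearly all actives have a fitted effect of over 55% in size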
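Biochemical qHTS of compounds, final roughly 60 µM downward over six points, against 10 nM purified firefly luciferase using Km concentrations of substrates (10 uM D-luciferin, 10 uM ATP) in Tris acetate pH 7.5 buffer; luminescence output.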
uPA generation – inhibitors of cell surface uPA generation | 0.31% of 330,000 active | Potency, µM (highest dose often 38.3 µM), without a hit: top-dose activity change, negative = inhibition, actives largely listed as inhibitors | cell surface uPA generation assay, qHTS | AID 540303; active = well fitted inhibition curve with a large enough effect; inconclusive = small, poorly fitted or top-dose-only effect; inactive = no such curve, though single readings can be large or run the other way; tested in mouse RAW 264.7 cells; also: potency is read from the fitted curve at half-maximal effect; % is scaled to controls: 0 for no effect and ±100 for the full control effect; nearly all actives have a fitted effect of over 55% in size
ELG1 genotox – genotoxicity induction in ELG1-luciferase HEK293T cells; Potency, µM (doses to about 46 µM), inactives show top-dose activity change, positive = activation, most hits filed as activators; 1.3% of 330,000 active; AID 504466; HEK293T ELG1-luciferase reporter, luminescence, 16 h; also: potency is read from the fitted curve at half-maximal effect; % of control where 0% means no effect; nearly all actives have a fitted effect of over 60% in size
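HEK293T cells expressing luciferase-tagged ELG1 were exposed to compound or DMSO vehicle for 16 hr at 37 °C and 5% CO2. Luciferase activity was then measured with ONE-Glo after 30 min at room temperature.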
RORgamma inh – inhibitors of mouse ROR gamma transcriptional activity | P51450 | Drosophila S2 Gal4-RORgamma UAS-luciferase reporter, 20 h | Potency, µM (titrated, usually from 53.6 µM), without a hit: at the highest dose activity change, negative = inhibition, usual class: inhibitors | 5.4% of 310,000 active | AID 2551; also: potency is read from the fitted curve at half-maximal effect; % is scaled to controls: 0 for no effect and ±100 for the full control effect; nearly all actives have a fitted effect of over 60% in size
Target sequence (P51450 whole entry, looked up, the tested form may be a part): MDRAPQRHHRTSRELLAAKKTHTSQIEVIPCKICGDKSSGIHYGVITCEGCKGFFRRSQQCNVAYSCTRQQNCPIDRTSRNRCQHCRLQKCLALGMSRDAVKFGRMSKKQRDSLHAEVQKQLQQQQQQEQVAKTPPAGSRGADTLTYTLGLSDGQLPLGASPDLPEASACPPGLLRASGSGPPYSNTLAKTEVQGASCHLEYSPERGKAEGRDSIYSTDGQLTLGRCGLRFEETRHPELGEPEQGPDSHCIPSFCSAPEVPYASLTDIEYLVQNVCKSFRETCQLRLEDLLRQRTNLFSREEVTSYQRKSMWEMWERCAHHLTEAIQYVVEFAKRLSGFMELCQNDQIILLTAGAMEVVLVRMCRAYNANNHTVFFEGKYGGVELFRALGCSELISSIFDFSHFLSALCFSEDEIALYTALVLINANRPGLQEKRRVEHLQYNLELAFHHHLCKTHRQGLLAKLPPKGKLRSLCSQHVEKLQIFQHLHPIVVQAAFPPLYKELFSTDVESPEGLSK
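Schneider cells (Drosophila), stable Gal4 DBD–ROR gamma + UAS-luc; 1 hr cmpd preincubation; Cu2+ induction 700 uM final; 20 hr ambient; luminescence.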
NPC1 promoter act – NPC1 promoter activation; 2.4% of 320,000 active; Huh7 NPC1 promoter luciferase reporter, 24 h; Potency, µM (doses to about 9.22 µM), for the others: at the top dose activation, most hits filed as activators; AID 485313;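 also: potency is read from the fitted curve at half-maximal effect; % of control where 0% means no effect; nearly all actives have a fitted effect of over 60% in size; reporter is driven by a mutant NPC1 promoter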
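Cells: Huh7 expressing luciferase under the NPC1 promoter, 1500/well. Seeded 2 h, compound added, incubated 24 h at 37 °C. Luciferase reagent, 10 min ambient, then luminescence.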
* = called active by the depositor; [ ] = remark or other dose. Unless noted, calls follow the shape of the dose curve; as a rule, active = well fitted curve in the direction sought with a large enough effect; inconclusive = small, poorly fitted or top-dose-only effect, or another doubt; inactive = no such curve, though single readings can be large; an effect the other way counts as inactive or inconclusive.

What do the screens show for `O=C1NC2(CCCCCC2)C(=O)N1Cc1ccccc1F`?
Giardia killer: -1.3; Tb PFK inh: -2.1%; VP16 counter: 0.8%; KCNH2 3.1 block: 3.7; Rab9 promoter act: -1.9%; Coupling enz: 1.3; FLuc modulator: -1.7%; uPA generation: 2.5%; ELG1 genotox: -1.1%; RORgamma inh: -0.9%; NPC1 promoter act: 0.5%

Results for CCC(Oc1ccccc1)C(=O)Nc1ccsc1C(=O)OC (stereo unspecified) ?
Giardia killer: -16.4; Tb PFK inh: -2.3%; VP16 counter: inconclusive; KCNH2 3.1 block: -16.6; Rab9 promoter act: -3.0%; Coupling enz: -0.6; FLuc modulator: 4.7%; uPA generation: 2.8%; ELG1 genotox: 3.5%; RORgamma inh: 9.2%; NPC1 promoter act: -4.8%

How did Cc1c(Cc2ccccc2)sc(/N=C/c2ccc3ccccc3c2)c1C(N)=O do in these assays?
Giardia killer: -7.7; Tb PFK inh: 5.2%; VP16 counter: 5.7%; KCNH2 3.1 block: 6.6; Rab9 promoter act: -30.3%[inhibitor]; Coupling enz: -2.1; FLuc modulator: inconclusive; uPA generation: 0.5%; ELG1 genotox: inconclusive; RORgamma inh: 5.8%; NPC1 promoter act: -21.0%

Results for Cc1ccccc1-n1c2nc(=O)n(C)c(=O)c-2cc2ccccc21 ?
Giardia killer: 2.1; Tb PFK inh: -5.9%; VP16 counter: 4.4%; KCNH2 3.1 block: 12.3; Rab9 promoter act: -0.9%; Coupling enz: -0.7; FLuc modulator: 2.8%; uPA generation: -2.7%; ELG1 genotox: 2.5%; RORgamma inh: -2.9%; NPC1 promoter act: -3.0%

How did CN(C)CCCN(C(=O)CCOc1ccccc1)c1nc2ccc(F)cc2s1 do in these assays?
Giardia killer: -29.5; Tb PFK inh: inconclusive; VP16 counter: 7.94µM*; KCNH2 3.1 block: -14.2; Rab9 promoter act: -0.8%; Coupling enz: 0.2; FLuc modulator: -1.7%; uPA generation: inconclusive; ELG1 genotox: -5.9%; RORgamma inh: 10µM*; NPC1 promoter act: -3.6%

How did CC(C)=CC(=O)Nc1ccc(S(=O)(=O)Nc2onc(C)c2C)cc1 do in these assays?
Giardia killer: -9.3; Tb PFK inh: 0.4%; VP16 counter: -7.9%; KCNH2 3.1 block: -2.2; Rab9 promoter act: 4.6%; Coupling enz: 10.7; FLuc modulator: -10.5%; uPA generation: -3.1%; ELG1 genotox: 0.5%; RORgamma inh: -22.4%; NPC1 promoter act: -3.7%

What do the screens show for `O=C(O)CCC(=O)N1N=C(c2ccco2)CC1c1ccco1` (stereo unspecified)?
Giardia killer: 48.2[activator]; Tb PFK inh: -5.7%; VP16 counter: 4.1%; KCNH2 3.1 block: 6.1; Rab9 promoter act: -1.9%; Coupling enz: 0.9; FLuc modulator: -2.0%; uPA generation: -0.1%; ELG1 genotox: -3.9%; RORgamma inh: -29.5%; NPC1 promoter act: 1.2%

Results for O=C(CN(C(=O)c1csnn1)c1ccc(Br)cc1)NC1CCCC1 ?
Giardia killer: 6.9; Tb PFK inh: -1.3%; VP16 counter: -5.8%; KCNH2 3.1 block: -7.4; Rab9 promoter act: -3.0%; Coupling enz: 0.2; FLuc modulator: -1.4%; uPA generation: 11.6%; ELG1 genotox: 1.7%; RORgamma inh: -23.7%; NPC1 promoter act: 1.3%

Results for COc1cc(/C=C(/C#N)c2nc3ccccc3[nH]2)ccc1OC(=O)c1ccco1 ?
Giardia killer: -19.0; Tb PFK inh: -16.9%; VP16 counter: -8.5%; KCNH2 3.1 block: -0.1; Rab9 promoter act: inconclusive; Coupling enz: -2.2; FLuc modulator: inconclusive; uPA generation: -10.7%; ELG1 genotox: 23.3%; RORgamma inh: -9.1%; NPC1 promoter act: 21.3%

What do the screens show for `N#Cc1ccc(Sc2nc3ccccc3[nH]2)cc1C#N`?
Giardia killer: 1.5; Tb PFK inh: -6.3%; VP16 counter: inconclusive; KCNH2 3.1 block: 6.0; Rab9 promoter act: -3.7%; Coupling enz: 2.4; FLuc modulator: -0.6%; uPA generation: -4.9%; ELG1 genotox: -2.1%; RORgamma inh: -11.6%; NPC1 promoter act: -5.0%

Results for CC(SCc1cn2cc(Cl)ccc2n1)C(=O)O (stereo unspecified) ?
Giardia killer: -6.8; Tb PFK inh: 12.0%; VP16 counter: inconclusive; KCNH2 3.1 block: 9.5; Rab9 promoter act: 16.8%; Coupling enz: 0.0; FLuc modulator: inconclusive; uPA generation: 0.4%; ELG1 genotox: 6.8%; RORgamma inh: -34.9%; NPC1 promoter act: 20.2%

How did CCN(CC)c1ccc(NC(=O)CN2CCN(CC(=O)Nc3ccc(F)cc3)CC2)cc1 do in these assays?
Giardia killer: 5.9; Tb PFK inh: -1.3%; VP16 counter: 0.7%; KCNH2 3.1 block: -101.1*; Rab9 promoter act: -4.5%; Coupling enz: 2.5; FLuc modulator: -1.9%; uPA generation: 4.2%; ELG1 genotox: -4.3%; RORgamma inh: 5.2%; NPC1 promoter act: 0.7%

What do the screens show for `Nc1ccc(-c2nc3ccccc3s2)cn1`?
Giardia killer: -10.4; Tb PFK inh: 3.4%; VP16 counter: -6.5%; KCNH2 3.1 block: 9.6; Rab9 promoter act: 1.58µM*; Coupling enz: 1.4; FLuc modulator: 4.78µM*; uPA generation: -4.3%; ELG1 genotox: 9.2µM*; RORgamma inh: -30.8%; NPC1 promoter act: 1.26µM*

What do the screens show for `Cc1ccc2nc(C)c(C)nc2c1N`?
Giardia killer: 21.2; Tb PFK inh: -11.6%; VP16 counter: -2.7%; KCNH2 3.1 block: 2.8; Rab9 promoter act: 0.6%; Coupling enz: 0.1; FLuc modulator: 1.3%; uPA generation: -2.7%; ELG1 genotox: 9.5%; RORgamma inh: 2.1%; NPC1 promoter act: -2.1%

How did Cc1ccc(S(=O)(=O)CCC(=O)OCn2nnc3ccccc3c2=O)cc1 do in these assays?
Giardia killer: 6.7; Tb PFK inh: -1.4%; VP16 counter: -0.8%[10 µM]; KCNH2 3.1 block: 1.1; Rab9 promoter act: -3.5%; Coupling enz: 3.5; FLuc modulator: -3.3%; uPA generation: -4.9%; ELG1 genotox: 2.3%; RORgamma inh: 2.6%; NPC1 promoter act: -6.1%

What do the screens show for `COC(=O)c1[nH]c2ccccc2c1NC(=O)CN1CCN(Cc2ccc3c(c2)OCO3)CC1`?
Giardia killer: 4.3; Tb PFK inh: 2.9%; VP16 counter: -5.8%; KCNH2 3.1 block: inconclusive; Rab9 promoter act: -1.6%; Coupling enz: -4.6; FLuc modulator: 0.6%; uPA generation: 0.9%; ELG1 genotox: -9.7%; RORgamma inh: 1.3%; NPC1 promoter act: 7.4%

How did CC(C)(Oc1ccc(Cl)cc1)C(=O)N1CCN(C(=O)c2ccco2)CC1 do in these assays?
Giardia killer: 24.5; Tb PFK inh: 3.8%; VP16 counter: 9.6%; KCNH2 3.1 block: -4.2; Rab9 promoter act: 0.4%; Coupling enz: 3.1; FLuc modulator: 1.6%; uPA generation: -0.7%; ELG1 genotox: -3.2%; RORgamma inh: 34.2%; NPC1 promoter act: -6.0%

What do the screens show for `CN(C)S(=O)(=O)c1ccc(C(=O)NCC(=O)N/N=C/c2ccccc2Cl)cc1`?
Giardia killer: -0.2; Tb PFK inh: 0.2%; VP16 counter: -2.8%; KCNH2 3.1 block: 4.3; Rab9 promoter act: -8.0%; Coupling enz: 0.6; FLuc modulator: -1.3%; uPA generation: 0.2%; ELG1 genotox: -4.1%; RORgamma inh: -25.2%; NPC1 promoter act: -2.2%

Results for CC(Sc1nc2ccccc2[nH]1)C(=O)Nc1ccc2c(c1)OCCO2 (stereo unspecified) ?
Giardia killer: -8.1; Tb PFK inh: -1.3%; VP16 counter: -0.6%; KCNH2 3.1 block: -0.8; Rab9 promoter act: 0.1%; Coupling enz: -5.3; FLuc modulator: 21.3µM*; uPA generation: 1.2%; ELG1 genotox: -0.3%; RORgamma inh: 23.6%; NPC1 promoter act: -2.2%

Results for Cc1noc(C)c1COc1ccc(C(=O)NCCOc2ccccc2)cc1 ?
Giardia killer: -4.2; Tb PFK inh: -1.6%; KCNH2 3.1 block: -1.6; Rab9 promoter act: 20.5%; FLuc modulator: inconclusive; uPA generation: 4.7%; ELG1 genotox: 10.2%; NPC1 promoter act: 14.0%

What do the screens show for `Cc1cccc(NC(=O)CSc2nnc(Cn3cnc4ccccc43)o2)c1`?
Giardia killer: -2.8; Tb PFK inh: -4.7%; VP16 counter: -7.7%; KCNH2 3.1 block: -0.4; Rab9 promoter act: 1.7%; Coupling enz: 0.1; FLuc modulator: -0.6%; uPA generation: 13.0%; ELG1 genotox: -2.6%; RORgamma inh: -29.5%; NPC1 promoter act: 0.8%

Compounds were not picked by outcome. Share with any hit: about 14%.
